# Screening results deposited in PubChem BioAssay by National Center for Advancing Translational Sciences (NCATS).
# aGal spleen mod: inhibitors or activators of human alpha-galactosidase in spleen homogenate. human spleen homogenate, 4MU-alpha-Gal fluorescence, 40 min. Potency, µM (doses to about 80 µM), for the others: top-dose activity change, negative = inhibition, actives largely listed as inhibitors. actives 0.008% (n = 240,000). AID 2107;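 also: potency is read from the fitted curve at half-maximal effect; 0% = enzyme with vehicle and -100% = no enzyme basal signal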
#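 qHTS titration in buffer at pH 5.0. Alpha-galactosidase activity in spleen homogenate was measured via 4-methylumbelliferone release from 1 mM fluorogenic substrate after 40 min at 37C and a pH 10 stop. AC50 came from Hill fits of control-normalized data.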
# Tau fluor counter: counter-screen for tau fibril formation inhibitors; tau K18 P301L Alexa594 fluorescence, heparin fibrillization; Potency, µM (doses to about 57.7 µM), inactives show at the highest dose activity change, negative = decrease; actives 0.93% (n = 280,000); AID 1463; also: potency is read from the fitted curve at half-maximal effect; % is scaled to controls: 0 for no effect and ±100 for the full control effect; nearly all actives have a fitted effect of over 55% in size
#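 Human tau K18 P301L (15 uM unlabeled, 0.24 uM Alexa 594-labeled) in 100 mM sodium acetate pH 7 with 20 uM heparin, 6 hr at 37 C. ThT 30 uM added, 1 hr ambient; Alexa 594 FP and total fluorescence read at 555/632 nm.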
# NPSR antag: neuropeptide S receptor (human) antagonism, cAMP; Q6W5P4; CHO-NPSR cells, cAMP TR-FRET, antagonist mode; Potency, µM (doses to about 38.3 µM), for inactives: at the top dose activity change, negative = inhibition, hits mostly inhibitors; actives 1% (n = 220,000); also: potency is read from the fitted curve at half-maximal effect; % is scaled to controls: 0 for no effect and ±100 for the full control effect; nearly all actives have a fitted effect of over 50% in size; many of its hits are not listed in these tables
# Target sequence (Q6W5P4 whole entry, looked up): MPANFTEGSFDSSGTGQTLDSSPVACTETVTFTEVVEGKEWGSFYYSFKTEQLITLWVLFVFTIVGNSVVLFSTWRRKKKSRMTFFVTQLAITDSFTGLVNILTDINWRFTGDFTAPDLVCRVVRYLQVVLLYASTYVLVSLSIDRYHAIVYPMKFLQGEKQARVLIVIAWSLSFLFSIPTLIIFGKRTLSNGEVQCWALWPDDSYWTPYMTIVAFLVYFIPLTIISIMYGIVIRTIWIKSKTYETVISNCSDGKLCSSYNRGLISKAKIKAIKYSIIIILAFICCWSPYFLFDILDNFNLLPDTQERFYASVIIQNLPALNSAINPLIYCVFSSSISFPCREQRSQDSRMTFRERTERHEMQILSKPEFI
# CBFb-RUNX1 inh: blocks binding between human CBF-beta and RUNX1 | AID 1477 | 230,000 tested, under 10 active | Potency, µM (highest dose often 59.8 µM), for the others: at the top dose activity, negative = inhibition, usual class: inhibitors | Q01196+Q13951 | AlphaScreen CBFb-His/RUNX1-biotin binding, biochemical; also: % of control where 0% means no effect
# Target sequence (Q01196 whole entry, looked up): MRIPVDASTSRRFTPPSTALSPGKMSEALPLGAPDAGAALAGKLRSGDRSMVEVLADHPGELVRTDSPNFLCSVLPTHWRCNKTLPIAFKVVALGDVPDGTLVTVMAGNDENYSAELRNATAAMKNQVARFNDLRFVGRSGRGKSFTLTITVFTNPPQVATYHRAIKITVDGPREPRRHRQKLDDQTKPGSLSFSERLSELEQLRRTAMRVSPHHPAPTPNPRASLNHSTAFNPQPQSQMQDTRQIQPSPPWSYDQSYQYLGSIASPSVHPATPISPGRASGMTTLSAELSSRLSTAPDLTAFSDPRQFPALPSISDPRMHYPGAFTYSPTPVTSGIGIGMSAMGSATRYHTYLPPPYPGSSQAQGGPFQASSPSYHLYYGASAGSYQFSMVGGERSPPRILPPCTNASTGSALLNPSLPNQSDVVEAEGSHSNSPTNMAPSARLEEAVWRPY
# Target sequence (Q13951 whole entry, looked up): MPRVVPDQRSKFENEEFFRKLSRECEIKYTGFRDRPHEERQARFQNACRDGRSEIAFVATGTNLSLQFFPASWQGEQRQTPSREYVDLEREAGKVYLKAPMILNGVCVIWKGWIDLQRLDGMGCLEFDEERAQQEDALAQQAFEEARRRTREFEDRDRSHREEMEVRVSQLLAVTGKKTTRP
#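 AlphaScreen proximity signal reports loss of binding between His-tagged CBF-beta and biotin-labelled RUNX1, each at 30 nM. Proteins are pre-associated for 20 minutes, compounds added for 15 minutes, then beads for 90 minutes, all at ambient temperature.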
# Tau fibril FP: blocks human tau fibril formation measured by polarization; P10636; K18 P301L tau heparin fibrillization, Alexa594 FP, 6 h; Potency, µM (titrated, usually from 57.7 µM), for the others: top-dose activity, negative = inhibition, hits mostly inhibitors; actives 0.39% (n = 280,000); also: potency is read from the fitted curve at half-maximal effect; % is scaled to controls: 0 for no effect and ±100 for the full control effect; nearly all actives have a fitted effect of over 55% in size
#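 Human K18 P301L fragment (15 uM unlabeled plus 0.24 uM Alexa 594-labeled) in 100 mM sodium acetate pH 7 with compound, aggregation induced by 20 uM heparin for 6 hr at 37 C. ThT (30 uM) added for 1 hr, then Alexa 594 FP read.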
# TRb-SRC2 inh: inhibitors of human thyroid hormone receptor beta-SRC2 interaction. P10828. actives 0.065% (n = 280,000). TRbeta-SRC2 peptide binding, fluorescence polarization; receptor liganded with 1 µM T3. Potency, µM (top dose mostly 106 µM), for inactives: top-dose activity change, negative = inhibition, usual class: inhibitors;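 also: potency is read from the fitted curve at half-maximal effect; plate controls were bound peptide for no effect and peptide without receptor for full effect; nearly all actives have a fitted effect of over 50% in size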
#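 TRb LBD 0.6 uM + Texas Red SRC2 peptide 20 nM, 1 uM T3, Tris buffer w/ 5% DMSO; compound pinned, 5 h RT; FP read ex 555/em 632; normalized to unbound and bound controls.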
# TR SRC2 fluor cs: counter-screen for TRb-SRC2 inhibitors: fluorescence interference | Potency, µM (doses to about 106 µM), without a hit: at the top dose fluorescence change, negative = quenching | actives 0.29% (n = 280,000) | TRb/SRC2 Texas Red total fluorescence interference | AID 1479; active = well fitted curve in either direction with a large enough effect; inconclusive = small, poorly fitted or top-dose-only effect; also: potency is read from the fitted curve at half-maximal effect; % is scaled to controls: 0 for no effect and ±100 for the full control effect
#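 Flags fluorescent or light-absorbing compounds by total fluorescence, S + 2P, at 555 nm excitation and 632 nm emission. Mixture: 20 nM Texas Red SRC2 peptide, 0.6 uM human TRb LBD, 1 uM T3, 5% DMSO; compound exposure 5 h at ambient temperature.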
# Epigenetic derep: regulators of epigenetic silencing causing reporter derepression in mouse cells. murine LDR cells, GFP reporter derepression, 30 h. Potency, µM (series often up to 53.9 µM), without a hit: top-dose GFP activation, usual class: activators. actives 0.2% (n = 280,000). AID 1865; also: potency is read from the fitted curve at half-maximal effect; % of control where 0% means no effect; nearly all actives have a fitted effect of over 60% in size
#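 Murine LDR cells carrying a silenced, genomically integrated CMV-driven GFP reporter were exposed to compound for 30 hours at 37 C. After PBS washes, GFP-positive cells (20–120 um objects) were counted by laser-scanning microplate cytometry.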
# Active calls of the source: *; ? = inconclusive; . = not tested or not shown; [ ] = remark or other dose. Unless noted, calls follow the shape of the dose curve; as a rule, active = well fitted curve in the direction sought with a large enough effect; inconclusive = small, poorly fitted or top-dose-only effect, or another doubt; inactive = no such curve, though single readings can be large; an effect the other way counts as inactive or inconclusive. This is a subset, so the mix of outcomes need not match the whole.
canonical_smiles	Tau fluor counter	Tau fibril FP	NPSR antag	TRb-SRC2 inh	Epigenetic derep	CBFb-RUNX1 inh	aGal spleen mod	TR SRC2 fluor cs
COc1ccc(OC)c(C2C3=C(CCCC3=O)NC3=C2C(=O)CCC3)c1	-1%	-1%	16%[46.1 µM]	-8%	4.9%	4%	-7%	-1%
CSc1oc(-c2ccccc2)nc1C(N)=O	2%	2%	-6%[46.1 µM]	-4%	0.7%	8%	5%	-2%
Cc1c(C(=O)NCCCN2CCOCC2)oc2c1C1(CCC2)SCCS1	-6%	4%	1%	-7%	-1.0%	-1%	8%	-7%
C/C(=N\NC(=O)C(N)=O)c1ccc(O)cc1O	-21%	-9%	10%	-6%	-1.1%	15%	-8%	-9%
Cc1ccc(/C=N/NC(=O)c2c(-c3ccccc3)noc2C)o1	-5%	-1%	13%	-1%	-1.0%	2%	3%	-4%
CC(=O)N1CCN(C(=O)c2cc(S(=O)(=O)Nc3ccc(S(C)(=O)=O)cc3)ccc2Cl)CC1	-8%	7%	12%	-4%	1.8%	-10%	4%	-1%
CC(=O)OC[C@@H]1O[C@@H](O/N=C2/C[C@@H](O)[C@@H](O)[C@@H]3[C@@H]4C(=O)N(Cc5ccccc5)C(=O)[C@H]4CC[C@@H]23)[C@H](OC(C)=O)[C@H](OC(C)=O)[C@@H]1OC(C)=O	-19%[11.6 µM]	-13%[11.6 µM]	.	1%[11.2 µM]	0.8%[10.1 µM]	-2%[13.1 µM]	2%[17.5 µM]	-1%[11.2 µM]
O=C(Nc1ccccc1-c1ccccc1)c1ccco1	4%	4%	-16%[46.1 µM]	-2%	0.0%	1%	-15%	0%
O=S(=O)(Nc1nc2ccccc2nc1Cl)c1ccc(Cl)cc1	9%	0%	-28%	0%	0.1%	4%	-1%	0%
CCc1cccc(C)c1NC(=O)CO/N=C(\C)c1cc2ccccc2o1	-4%	-3%	1%	6%	0.0%	0%	-3%	1%
O=C(CCC(=O)c1cccs1)NCc1ccccc1	-2%	-6%	-10%[46.1 µM]	-7%	16%	6%	-2%	-3%
COC(CNC(=O)c1c[nH]c2ccc(S(=O)(=O)N3CCC4(CC3)OCCO4)cc2c1=O)OC	1%	-4%	4%	-11%	-5.0%	3%	3%	-1%
O=C(Nc1cc(Cl)cc(Cl)c1)c1cc(S(=O)(=O)NC2CCCC2)ccc1F	?	?	.	3%	1.6%	.	.	-2%
CN(C)CCN(Cc1ccccc1)c1nccc(N(C)C)c1C#N	-11%	-6%	10%[46.1 µM]	-19%	1.5%	-2%	0%	0%
CNC(=O)C(C)NS(=O)(=O)c1ccc(F)cc1 (stereo unspecified)	-7%	1%	-5%[46.1 µM]	-2%	0.0%	3%	8%	-2%
COCCNC(=O)c1c(N)n(CCCn2ccnc2)c2nc3ccccc3nc12	-5%	1%	-24%[46.1 µM]	9%	-0.7%	10%	?	-5%
COc1ccc2c(c1)c(=O)c(C(=O)c1ccccc1)cn2CC(=O)Nc1ccc2c(c1)OCO2	-29%	-1%	.	2%	?	.	.	0%
COc1ccccc1N1CCN(C(=O)c2cc3c(=O)oc4ccc(C)cc4c3s2)CC1	-11%	13%	.	-9%	3.3%	.	.	?
CCOC(=O)c1c(-c2ccccc2)oc2ccc(O)c(CN3CCN(C)CC3)c12	-6%	5%	?	-3%	?	5%	-4%	0%
O=C(Nc1cccc2c1CCCC2)C1CCCN(S(=O)(=O)c2cccc3nonc23)C1 (stereo unspecified)	-7%	-1%	-3%[46.1 µM]	4%	14%	-1%	1%	1%
COC(=O)c1ccc(NC(=O)CN2CCC(NC(=O)c3ccco3)CC2)cc1	3%	1%	9%	3%	3.2%	4%	-1%	-1%
CCC(C)N(C(=O)CSc1nc(-c2ccccc2)cs1)C1CCS(=O)(=O)C1 (stereo unspecified)	-4%	0%	-4%[46.1 µM]	2%	0.8%	0%	12%	1%
NC1=NC2(CCCCC2)N=C(Nc2ccc(F)cc2F)N1	3%	-2%	0%[46.1 µM]	-12%	0.0%	4%	2%	0%
CC(=O)Nc1ccn(C2OC(C(COC(C)=O)NC(=O)C(COCc3ccccc3)NC(=O)OC(C)(C)C)C(OC(C)=O)C2OC(C)=O)c(=O)n1 (stereo unspecified)	.	.	.	4%	.	18%	6%	-4%
Cc1ccc(CNC(=O)CCCn2c(=O)c3ccccc3n(Cc3ccccc3C)c2=O)cc1	-2%	-1%	.	-1%	8.9%	.	.	0%
Cc1cccc(C2=NC(C(F)(F)F)(C(F)(F)F)c3c(n(-c4ccc(F)cc4)c(=O)[nH]c3=O)N2)c1	-2%	-1%	-7%	2%	1.1%	3%	-6%	0%
CC1(C)CC(=O)C2=C(C1)N1C(=C(C#N)C2c2ccccc2Cl)N=C(N)c2ccccc21 (stereo unspecified)	?	2%	-32%	7%	1.7%	8%[2.36 µM]	-2%	-1%
Cn1c(CNC(=O)c2ccccc2F)nnc1SCc1ccc(Cl)cc1	-2%	-1%	2%	-8%	-0.1%	17%	-19%	-2%
Clc1ccc(Sc2cnc3ccccc3n2)cc1	-14%	-12%	-19%[46.1 µM]	4%	0.7%	14%	-9%	0%
Cc1ccc(S(=O)(=O)NCCC(=O)Nc2ccc(Cl)c(Cl)c2)cc1	?	?	1%	1%	-1.5%	5%	5%	-1%
CCC(c1nnnn1C1CCCC1)N1CCN(C(=O)c2ccco2)CC1 (stereo unspecified)	-1%	6%	-3%[46.1 µM]	3%	-8.2%	28%	2%	-4%
CCOc1ccc(NC(=O)CN2C(=O)C(c3ccc(Cl)cc3)=NC2(C)C)cc1	-4%	-6%	.	7%	1.2%	.	.	-2%
Nc1cc(Nc2ccc(Br)cc2)nc(N)n1	?	-5%	2%	3%	0.1%	-3%	1%	-3%
CCc1ccccc1NC(=S)NCc1cccn1C	-9%	2%	-20%	-4%	0.0%	-12%	10%	2%
CCOC(=O)c1c(-c2ccc(-c3ccccc3)cc2)csc1NC(=O)CCN1CCOCC1	-8%	14%	-11%	-2%	0.0%	2%	5%	-1%
COc1ccc(S(=O)(=O)NCC2CCC(C(=O)NCc3ccco3)CC2)cc1 (stereo unspecified)	-24%	-12%	-9%[46.1 µM]	6%	-1.0%	0%	-10%	-3%
COc1ccccc1CC(=O)NC1CC(C)(C)NC(C)(C)C1	-10%	-1%	6%[46.1 µM]	-5%	-1.0%	4%	2%	-3%
Cc1ccc(Cn2c(C)c3cnn(CC(=O)NCCc4ccc(Cl)cc4)c(=O)c3c2C)cc1	-2%	-1%	.	3%	0.6%	.	.	-1%
COc1cc2c(cc1OC)C(COc1ccc(F)cc1)N(C(=O)c1cccc(F)c1)CC2 (stereo unspecified)	-20%	0%	.	5%	1.8%	.	.	-1%
CCOCCCNC(=S)N1CCN(C(=O)C(=O)Nc2ccc(C(=O)OC)cc2)CC1	-7%	1%	0%[46.1 µM]	5%	0.0%	1%	1%	-10%
CCOC(=O)Nc1sc(NS(=O)(=O)c2ccccc2)nc1C	-3%	0%	-2%[46.1 µM]	-5%	1.6%	-17%	-5%	-4%
C(=C\c1ccco1)/C1=NN(c2ccccc2)C(c2ccco2)C1 (stereo unspecified)	?	-1%	-34%	4%	?	?	?	1%
CCC(C)NC(=O)c1ccccc1NC(=O)C1CCN(S(=O)(=O)Cc2ccccc2)CC1 (stereo unspecified)	-4%	1%	.	-11%	-0.4%	.	.	-2%
CCOC(=O)Cc1csc(NC(=O)Cn2cnc3c2c(=O)n(C)c(=O)n3C)n1	-6%	11%	2%	-5%	1.1%	-4%	10%	3%
O=C(OCCN1C(=O)c2ccccc2C1=O)c1ccco1	2%	0%	2%[46.1 µM]	0%	3.5%	6%	-10%	-3%
CCN(CC)S(=O)(=O)c1ccc(O)c(C(=O)OCC(=O)N(C)Cc2ccccc2)c1	-5%	11%	-11%[46.1 µM]	3%	1.4%	-6%	2%	-2%
CCN1CCC(N(Cc2ccc(F)cc2)C(=O)Nc2cc(C)ccc2C)CC1	-9%	-8%	.	0%	-1.2%	.	.	1%
CCOC(=O)C1=C(Cc2ccc(OC)cc2)C(=O)c2ccccc2C1=O	?	13µM*	?	-6%	?	-5%	3%	-4%
CC1OC(Nc2ccc(OC(F)(F)F)cc2)C(O)C(O)C1O (stereo unspecified)	-16%	-7%	3%[46.1 µM]	7%	-0.3%	2%	-3%	0%
O=C(/C=C/c1ccccc1)N1CCN(c2ccc([N+](=O)[O-])c(N3CCOCC3)c2)CC1	-9%	9%	-11%[46.1 µM]	-19%	-0.2%	-19%	3%	-3%

# The results go on.
canonical_smiles	Tau fluor counter	Tau fibril FP	NPSR antag	TRb-SRC2 inh	Epigenetic derep	CBFb-RUNX1 inh	aGal spleen mod	TR SRC2 fluor cs
Cc1ccc(NC(=O)C2CC(=O)NC(N3CCc4ccccc43)=N2)cc1 (stereo unspecified)	-19%	1%	-13%[46.1 µM]	8%	-0.3%	-7%	3%	-3%
COc1cc(C2C3C(=O)N(c4ccccc4)C(=O)C3ON2c2ccccc2)cc(OC)c1OC (stereo unspecified)	-11%	0%	-9%[46.1 µM]	2%	-3.2%	2%	10%	0%
Cc1nc2ccccc2n1CCc1nc2c3ccccc3nc(SCC(=O)Nc3ccc(Br)cc3F)n2n1	-19%	-3%	.	2%	2.6%	.	.	-8%
COc1cc2cc(CNc3ccc(C)cc3)c(=O)n(CC(=O)Nc3ccc(C(C)C)cc3)c2cc1OC	?	19%	.	2%	-0.7%	.	.	2%
CC1(C)Cc2c(sc(/N=C/N3CCCCCC3)c2C#N)C(C)(C)N1	-1%	-1%	2%	-7%	-1.3%	11%	-2%	-2%
COc1ccc(N=Cc2c(O)c3ccccc3n2C(C)=O)cc1	?	?	-28%	-5%	14%	-1%	-1%	-3%
